Bioassay records: PubChem BioAssay, several laboratories
LYP phosphatase: LYP phosphatase inhibitors, primary screen, biochemical, DiFMUP fluorescence, recombinant catalytic domain, 10 µM (AID 606). Tyrosine-protein phosphatase non-receptor type 22 (Homo sapiens). recombinant LYP catalytic domain, DiFMUP fluorescence; higher % means a stronger effect. inhibition, % at 10 µM, or IC50 in µM where a hit was titrated. 52,000 tested, under 10 active;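 active = IC50 under 40 µM in the dose-response test; inactive = IC50 of 40 µM or more, or never dose-tested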
MK inhibit: S. pneumoniae MK inhibitors, primary screen, biochemical, PK/LDH-coupled NADH absorbance | mevalonate kinase [Streptococcus pneumoniae D39] | AID 555, 2006 | purified MK, PK/LDH-coupled NADH absorbance 340 nm | inhibition, % at 10 µM | actives 0.48% (n = 65,000);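 active = ranked among the strongest by inhibition in the single 10 µM screen, a fixed top-ranked set picked for dose follow-up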; also: no value below 0 was filed
Spn PMK inh: S. pneumoniae PMK inhibitors, primary screen, biochemical, mevalonate pathway, pilot trial included; phosphomevalonate kinase (Streptococcus pneumoniae D39); purified PMK, PK/LDH-coupled NADH absorbance 340 nm; inhibition, % at 10 µM; actives 0.49% (n = 65,000);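 active = top-ranked compounds by inhibition in the single 10 µM screen, taking a fixed number of the strongest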;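 also: 0% = full reaction with DMSO carrier and 100% = background rate without enzyme reaction; no value below 0 was filed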
KRASV12 cytotoxicity: cytotoxicity in KRAS-transformed pancreatic duct cells, primary screen, cell-based, fluorescence, HTS (AID 431); cytotoxicity, % at 10 µM, or EC50 in µM where a hit was titrated; actives 1.7% (n = 63,000); HPDE-C7K KRASV12 cells, Alamar Blue viability, 48 h; higher % means a stronger effect;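 active = compounds whose percent cytotoxicity in the single-dose primary screen, scaled between solvent and toxic-drug controls, exceeds 50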;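 also: 0% = DMSO solvent wells and 100% = doxorubicin-treated wells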
HPDE-C7 cytotoxicity: cytotoxicity in HPDE-C7 cells, cell-based, fluorescence, HTS (AID 430). HPDE-C7 pancreatic duct cells viability, fluorescence; higher % means a stronger effect. cytotoxicity, % at 10 µM; hits with a dose series show EC50 in µM. actives 1.8% (n = 63,000);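 also: cells exposed to compound for 48 hours before viability readout; 0% = vehicle and 100% = reference cytotoxic drug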
HT1080 cytotoxicity: cytotoxicity in HT1080 fibrosarcoma cells, cell-based, fluorescence readout (AID 620). one-dose cytotoxicity, % at 10 µM; EC50 in µM for titrated hits. actives 0.42% (n = 87,000). HT1080 viability, fluorescence; higher % means a stronger effect;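 also: cells exposed to compound overnight then 4 h with Alamar Blue; 0% = vehicle DMSO and 100% = killing control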
Bfl-1 displacement: Bfl-1 inhibitors, primary screen, biochemical, fluorescence polarization, FITC-Bid, mouse (AID 432); FITC-Bid BH3 peptide fluorescence polarization displacement; higher % means a stronger effect; displacement, % at 20 µM, or IC50 in µM where a hit was titrated; actives 0.02% (n = 64,000); in the data active = a potency from the dose series; inactive = the rest, 99 in 100 with displacement below about 15%; also: strong numbers were not always called active
DPM-DC inhibit: S. pneumoniae DPM-DC inhibitors, primary screen, biochemical, PK/LDH-coupled NADH fluorescence. diphosphomevalonate decarboxylase (Streptococcus pneumoniae D39). purified DPM-DC. calls only at 10 µM. actives 0.49% (n = 65,000);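 active = the 320 compounds with the highest percent inhibition in the single-dose primary screen, excluding strongly autofluorescent ones, cut at about 32% in these data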;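 also: kinetic rate of NADH fluorescence loss reporting ADP formed by the decarboxylase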
Alkaline phosphatase: human TNAP enzyme inhibitors, biochemical, luminescent (AID 518); one-dose inhibition, % at 20 µM; IC50 in µM for titrated hits; Alkaline phosphatase, tissue-nonspecific isozyme (Homo sapiens); purified TNAP enzyme, luminescent substrate readout; higher % means a stronger effect; actives 0.09% (n = 64,000); in the data active = a potency from the dose series; inactive = the rest, 99 in 100 with inhibition below about 22%;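 also: plate controls were vehicle for no effect and reference inhibitor for full effect; many of its hits are not listed in these tables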
Spn PMK inh pilot replicates: second read-out of Spn PMK inh, no call of its own (marks repeat the call); inhibition, %; measured here: pilot screen replicates
MK inhibit pilot replicates: further read-out of MK inhibit, marked with its call; inhibition, %; measured here: pilot screen replicates
DPM-DC inhibit pilot screen %: further read-out of DPM-DC inhibit, marked with its call; inhibition, %; measured here: pilot screen trials
* = called active by the depositor; i = inactive; nt = no result given; + = active, no number. Rule as the data show it, unless noted: active = cytotoxicity above about 50%; inactive = the rest.

SMILES	LYP phosphatase	MK inhibit	Spn PMK inh	KRASV12 cytotoxicity	HPDE-C7 cytotoxicity	HT1080 cytotoxicity	Bfl-1 displacement	DPM-DC inhibit	Alkaline phosphatase	others
Cc1ncc(CC(=O)n2cc(C(=O)c3cc(Cl)ccc3O)cn2)s1	-15%	10	0	4%	4%	1%	2%	i	7%
Cc1ccc(CN(C(=O)c2c(F)cccc2F)C2CC(C)(C)NC(C)(C)C2)o1	4%	5	3	16%	12%	-7%	3%	i	3%
CSc1ccc(C(=S)N2CCN(C)CC2)cc1	-2%	6	6	7%	-4%	1%	-3%	i	2%
O=C(Cc1cccs1)Nc1ccc(-c2nnn(CC(=O)N3CCOCC3)n2)cc1	4%	0	9	1%	-2%	-2%	-4%	i	11%
CCOC(=O)C1CCN(C(=O)Cc2ccc(OC)c(OC)c2)CC1	9%	2	22	-20%	-15%	2%	-7%	i	7%
O=C(Cn1nnc(-c2ccccc2)n1)Nc1ccccc1N1CCOCC1	6%	10	3	-22%	-26%	-4%	3%	i	17%	Spn PMK inh pilot replicates=0.0;MK inhibit pilot replicates=0.0;DPM-DC inhibit pilot screen %=0.0
Nc1cc(C(=O)OCC(=O)NCC2CCCO2)ccc1Cl (stereo not drawn)	nt	17	20	0%	-4%	-8%	-5%	i	3%
Cc1cccc(N(C)C(=O)COc2cc(=O)n(C)c3ccccc23)c1	nt	4	7	5%	6%	2%	1%	i	7%
CN(C)CCCOC(=O)c1ccc(Cl)cc1	10%	1	0	-12%	6%	4%	-3%	i	4%
CC(OC(=O)C(NC(=O)c1ccco1)C(C)C)C(=O)Nc1ncc(Cl)cc1Cl (stereo not drawn)	nt	0	14	nt	nt	5%	nt	i	nt
CCCCn1nnnc1SCC(=O)Nc1ccc2c(c1)OCO2	2%	5	11	-3%	6%	0%	4%	i	12%
Cc1oc(-c2ccc3c(c2)OCCO3)cc1C(=O)O	12%	0	0	-3%	-22%	nt	-4%	i	2%
CC12CCC(=O)N1c1ccccc1C(=O)N2c1ccccc1 (stereo not drawn)	-3%	5	0	-17%	-12%	2%	0%	i	2%
CCCCCC1NC(=O)NC1CCCCCC(=O)O (stereo not drawn)	5%	0	0	-4%	3%	7%	-10%	i	10%	Spn PMK inh pilot replicates=4.0;MK inhibit pilot replicates=2.0;DPM-DC inhibit pilot screen %=1.5
Cc1cc(NC(=O)CSc2nnc(-c3ccco3)n2Cc2ccco2)no1	nt	5	7	6%	-10%	0%	-2%	i	5%
O=C(CCN1C(=O)C2C3C=CC(C3)C2C1=O)N1CCN(c2ccccc2F)CC1 (stereo not drawn)	-9%	0	7	-14%	-14%	-3%	-4%	i	13%
CCOC(=O)C(C#N)C(Cc1ccccc1)c1ccco1 (stereo not drawn)	-7%	0	4	2%	0%	-4%	2%	i	6%
CCOc1cccc2cc(C(=O)N3CCN(C/C=C/c4ccccc4)CC3)c(=O)oc12	17%	14	7	5%	-3%	7%	-6%	i	15%	Spn PMK inh pilot replicates=3.5;MK inhibit pilot replicates=0.0;DPM-DC inhibit pilot screen %=3.5
CCn1c(C)nc2cc(-c3nc4n(n3)Cc3ccccc3-4)ccc21	nt	0	11	8%	-15%	16%	-2%	i	-2%
CSc1ccc(Cl)c(C(=O)OCC(=O)N2CC(C)OC(C)C2)c1 (stereo not drawn)	4%	0	13	1%	-3%	1%	-6%	i	12%
C/C(N)=C(/C#N)C(=O)CSc1nnc(Nc2c(C)cccc2C)s1	nt	5	0	13%	0%	-4%	15%	i	13%	Spn PMK inh pilot replicates=0.5;MK inhibit pilot replicates=0.0;DPM-DC inhibit pilot screen %=1.0
C[C@@](Cc1ccc(O)c(O)c1)(NN)C(=O)O	6%	6	0	nt	nt	13%	nt	i	nt
O=C(NCCCN1CCOCC1)c1c(F)cccc1F	7%	4	0	2%	19%	2%	-9%	i	4%
Cc1ccc(O)c(-c2cc(C(=O)NCc3ccncc3)[nH]n2)c1	nt	9	10	-1%	4%	2%	-3%	i	-31%
CS(=O)(=O)N(CCc1ccccc1)CC(=O)N1CCN(c2ccccc2)CC1	7%	18	13	-9%	-4%	-3%	1%	i	3%
CCOC(=O)C1C(=O)CC(C)(O)C(C(=O)OCC)C1c1ccc(C)s1 (stereo not drawn)	3%	7	0	-19%	-15%	2%	1%	i	6%
O=C(CCC(=O)OCC(F)(F)C(F)F)NCc1ccccc1	1%	8	0	-11%	-21%	-4%	-4%	i	9%
Cc1nc2c(ccc3nc(NC(=O)c4ccc(S(=O)(=O)N(C)C)cc4)sc32)s1	-1%	11	13	36%	42%	3%	-1%	i	4%
CCOC(=O)NC(Nc1nnc(SCC)s1)(C(F)(F)F)C(F)(F)F	-4%	6	8	-6%	-1%	4%	-6%	i	5%
O=C(CCCc1nc2ccccc2s1)N1CCN(S(=O)(=O)c2cccs2)CC1	-6%	2	0	-15%	-15%	12%	1%	i	-10%
COc1ccc(NC2CCN(C3CC(=O)N(c4ccc(F)c(Cl)c4)C3=O)CC2)cc1 (stereo not drawn)	5%	0	0	1%	7%	0%	1%	i	8%
COc1cc(C2C(=O)N(C3CCCC3)CC(=O)N2Cc2ccco2)ccc1OC(C)C (stereo not drawn)	nt	0	11	25%	-20%	0%	-4%	i	0%
CCN(CC)S(=O)(=O)c1cc(C(=O)Oc2ccccc2OC)ccc1OC	nt	9	8	3%	-5%	3%	1%	i	4%
CCCS(=O)(=O)n1nc(-c2ccc(OC)cc2OC)cc1N	-2%	4	1	5%	2%	-5%	-2%	i	6%
COc1ccc(NC(=O)C2C(=O)NC3(C)CC2c2ccccc2O3)cc1 (stereo not drawn)	8%	3	10	-8%	-15%	24%	-16%	i	7%
CCOC(=O)c1ccc(NC(=O)CSc2n[nH]c(-c3ccncc3)n2)cc1	6%	11	8	2%	-11%	4%	-6%	i	28%	Spn PMK inh pilot replicates=2.5;MK inhibit pilot replicates=0.0;DPM-DC inhibit pilot screen %=0.0
CCOC(=O)c1ccc(NC(=O)C(C)NS(=O)(=O)c2ccc(OC)cc2)cc1 (stereo not drawn)	8%	30	0	-1%	3%	1%	0%	i	2%
CCCn1c(SCC(=O)NC(C)(C)C)nnc1C(C)C	2%	4	10	-6%	-4%	-2%	11%	i	12%	Spn PMK inh pilot replicates=2.0;MK inhibit pilot replicates=0.0;DPM-DC inhibit pilot screen %=0.0
COCn1c(-c2ccc(OC)c(OC)c2)nc2ccccc21	11%	2	0	16%	5%	-2%	-3%	i	6%
COc1cc(S(=O)(=O)N2CCN(C)CC2)ccc1Cl	-1%	9	6	nt	nt	-4%	nt	i	nt

Structures above containing an NH in an aromatic ring:
SMILES	LYP phosphatase	MK inhibit	Spn PMK inh	KRASV12 cytotoxicity	HPDE-C7 cytotoxicity	HT1080 cytotoxicity	Bfl-1 displacement	DPM-DC inhibit	Alkaline phosphatase	others
Cc1ccc(O)c(-c2cc(C(=O)NCc3ccncc3)[nH]n2)c1	nt	9	10	-1%	4%	2%	-3%	i	-31%
CCOC(=O)c1ccc(NC(=O)CSc2n[nH]c(-c3ccncc3)n2)cc1	6%	11	8	2%	-11%	4%	-6%	i	28%	Spn PMK inh pilot replicates=2.5;MK inhibit pilot replicates=0.0;DPM-DC inhibit pilot screen %=0.0

Next part
SMILES	LYP phosphatase	MK inhibit	Spn PMK inh	KRASV12 cytotoxicity	HPDE-C7 cytotoxicity	HT1080 cytotoxicity	Bfl-1 displacement	DPM-DC inhibit	Alkaline phosphatase	others
CC(Oc1ccccc1)C(=O)Nc1ccc(S(=O)(=O)NCC2CCCO2)cc1 (stereo not drawn)	0%	10	7	-10%	-6%	7%	-8%	i	8%	Spn PMK inh pilot replicates=0.0;MK inhibit pilot replicates=0.0;DPM-DC inhibit pilot screen %=0.0
Cc1ccc(NC(=O)COC(=O)Cn2c(C)csc2=O)cc1C	-7%	6	14	6%	6%	-2%	3%	i	6%
CC1CCN(CCc2nc3cc(NS(=O)(=O)c4ccc(F)cc4)ccc3n2C)CC1	5%	6	7	-8%	0%	9%	-2%	i	4%	Spn PMK inh pilot replicates=0.5;MK inhibit pilot replicates=0.0;DPM-DC inhibit pilot screen %=1.5
COC(=O)c1cc(OC)c(OC)cc1NC(=O)c1ccoc1C	2%	3	5	-5%	6%	3%	3%	nt	5%
CCc1ccc(NC(=O)Cn2c(SC)nc3ccccc32)cc1	12%	7	12	-17%	-20%	4%	-7%	i	-2%
CCOc1ccccc1-n1c(SCC(=O)N2CCCC2)nnc1-c1ccoc1C	7%	1	11	10%	2%	-19%	-4%	i	-3%
Cc1nc(SCC(=O)N2CCN(c3ccccc3)CC2)c2c(=O)n(C)c(=O)n(C)c2n1	-9%	0	0	-1%	-6%	7%	4%	i	0%
COc1ccc(C)cc1NC(=O)c1ccc2c(c1)OCO2	6%	12	24	2%	3%	-2%	0%	i	12%
Cc1cc(C)c2c(n1)nn1c(NCCN3CCOCC3)cc(C)nc21	7%	5	5	0%	-12%	-8%	-1%	nt	-22%
N#Cc1c(C(F)(F)F)cc(-c2ccco2)nc1SCc1ccccn1	13%	4	0	0%	3%	-2%	0%	nt	15%
Cc1csc(NC(=O)C2C3C=CC(O3)C2C(=O)O)n1 (stereo not drawn)	1%	10	9	4%	-2%	1%	-3%	i	1%
Cc1ccc(S(=O)(=O)NCC(=O)N(CC(=O)NC2CCCC2)c2ccc3c(c2)OCCO3)cc1	-11%	6	22	-7%	-6%	-18%	-2%	i	-2%
Cn1c(SCC(N)=O)nnc1C1CCN(C(=O)NC2CCCCC2)CC1	-2%	0	16	-42%	-38%	4%	-2%	i	8%
O=C(CN1C(=O)NC2(CCCCC2)C1=O)Nc1ccc(S(=O)(=O)N2CCOCC2)cc1	14%	0	10	-20%	-42%	4%	4%	i	9%	Spn PMK inh pilot replicates=1.0;MK inhibit pilot replicates=0.0;DPM-DC inhibit pilot screen %=1.0
COCCCN(Cc1ccccn1)S(=O)(=O)Cc1ccccc1	-2%	0	3	-6%	-6%	2%	-2%	i	5%	Spn PMK inh pilot replicates=0.5;MK inhibit pilot replicates=0.0;DPM-DC inhibit pilot screen %=1.0
c1ccc(-n2ncc3c(NCc4cccnc4)ncnc32)cc1	9%	5	11	2%	-7%	-3%	-2%	i	5%
Nc1c(C(=O)NC2CCCC2)sc2nc(-c3cccs3)ccc12	8%	5	5	12%	10%	-11%	-2%	+	5%
Cc1ccc(C(C)C)c(OCC(=O)OCc2c(C)noc2C)c1	nt	7	16	5%	8%	11%	-6%	i	11%
Cc1c(CN2CCN(c3cccc(C(F)(F)F)c3)CC2)c(=O)n(-c2ccccc2)n1C	7%	0	14	-21%	-9%	-3%	5%	i	-2%
CCOCN(C(=O)Cn1c(CO)nc2ccccc21)c1c(C)cccc1CC	-5%	6	8	nt	nt	-2%	3%	i	3%
COC(=O)c1cc(C(=O)CSc2nc(C)cc(C)n2)ccc1O	nt	2	3	2%	-4%	4%	-8%	i	4%
